# STAT3 inh: STAT3 signaling inhibition; U3A cells, IL-6 STAT3-luciferase reporter, luminescence; host cell line lacks STAT1; inhibition, % at 5.5 µM; 0.89% of 190,000 active;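 active = inhibition above the mean inhibition across all screened compounds plus 3 SD, cut at about 44% in these data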;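 also: 0% = DMSO only wells and 100% = 100 µM nifuroxazide control wells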
# ROMK primary: modulates human ROMK potassium channel activity | P48048 | Tet-inducible ROMK, thallium flux fluorescence; actives lie on both sides | B-score at 10 µM | 2% of 130,000 active;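 active = signal ratio slope over the read window, or its plate-corrected B-score, at least 3 SD from the plate mean, either direction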;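 also: B-score of the F/F0 ratio slope over 7 to 12 s after thallium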
# Target sequence (P48048 whole entry, looked up): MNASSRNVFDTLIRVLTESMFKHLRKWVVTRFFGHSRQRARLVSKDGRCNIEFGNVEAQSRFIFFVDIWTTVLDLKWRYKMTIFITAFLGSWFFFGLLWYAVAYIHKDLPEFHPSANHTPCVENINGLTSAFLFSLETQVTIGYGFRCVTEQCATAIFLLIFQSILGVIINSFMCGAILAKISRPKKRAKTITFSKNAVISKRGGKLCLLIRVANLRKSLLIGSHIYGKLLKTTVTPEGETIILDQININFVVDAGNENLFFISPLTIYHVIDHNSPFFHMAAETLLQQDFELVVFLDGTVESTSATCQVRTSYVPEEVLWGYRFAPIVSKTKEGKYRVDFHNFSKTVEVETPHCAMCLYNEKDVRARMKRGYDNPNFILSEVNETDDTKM
# STAT1 act: increases IFN-gamma driven STAT1 reporter signal. NIH 3T3 STAT1-luciferase reporter, luminescence; 100% = IFN-gamma alone, no compound. activation (% of control), % at 5.5 µM. 2.6% of 200,000 active;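 active = activation above the screen-wide mean activation plus 3 SD, cut at about 130% in these data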;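 also: raw ratio to IFN-gamma control signal so 100% means no change and 0% no light; values of inactives mirror those of a sister screen read the other way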
# APP 5'UTR act: APP 5'UTR luciferase reporter activation; SH-SY5Y APP 5'UTR luciferase reporter, luminescence; zero percent = DMSO vehicle wells; activation, % at 2 µM; 1% of 190,000 active; AID 1276;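 active = activation above a set limit, based on mean plus 3 SD of controls, cut at about 140% in these data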; also: values of inactives mirror those of a sister screen read the other way
# NF-kB neuron act: NF-kB expression increase, human neuronal cells; 1.6% of 190,000 active; NF-kB reporter expression; stronger effect = higher value; fold change at 12.5 µM; in the data active = fold change above about 3.3
# APP 5UTR inh: APP translation inhibition; AID 1285; SH-SY5Y APP 5'UTR-luciferase reporter, luminescence; 0.82% of 190,000 active; inhibition, % at 2 µM;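 active = inhibition above a set limit, derived from the sample mean plus 3 SD, cut at about 45% in these data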; also: values of inactives mirror those of a sister screen read the other way
# FLuc act counter: affects firefly luciferase, flagging false hits in luciferase stimulation screens | 200,000 tested, under 10 active | AID 1027 | ATPlite luciferase biochemical, luminescence, 10 min; 0 = ATP-free wells, 1 = DMSO control | activation factor at 10 µM;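 active = luciferase activation factor, scaled between plate controls, of at least 2 with compound at 10 µM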
# Target sequence (P08659 whole entry, looked up): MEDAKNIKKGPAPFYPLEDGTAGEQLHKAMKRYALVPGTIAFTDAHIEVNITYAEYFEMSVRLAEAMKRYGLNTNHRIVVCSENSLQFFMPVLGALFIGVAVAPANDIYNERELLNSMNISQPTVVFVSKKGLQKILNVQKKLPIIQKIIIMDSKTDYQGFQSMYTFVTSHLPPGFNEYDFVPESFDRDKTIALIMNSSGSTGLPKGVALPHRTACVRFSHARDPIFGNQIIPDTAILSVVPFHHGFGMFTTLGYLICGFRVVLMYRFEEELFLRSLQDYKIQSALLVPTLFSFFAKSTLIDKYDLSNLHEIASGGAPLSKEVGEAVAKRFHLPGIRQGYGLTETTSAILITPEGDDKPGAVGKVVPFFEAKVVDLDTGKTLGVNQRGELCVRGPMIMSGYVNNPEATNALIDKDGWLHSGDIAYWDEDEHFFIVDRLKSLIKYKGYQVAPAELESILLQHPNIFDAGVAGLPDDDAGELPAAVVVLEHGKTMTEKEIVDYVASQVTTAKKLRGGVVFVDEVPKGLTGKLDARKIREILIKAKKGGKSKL
#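 Assay system: Luciferase/luciferin detection reagent, cell-free biochemical luciferase assay / Read-out: luciferase activation / Benchmarks: No-ATP low control, compound-free enzyme-plus-ATP high control / Medium: PBS buffer for ATP / Detection: luminescence measurement of luciferase light output / Schedule: 10 min at ambient temperature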
# FLuc inh counter: counter-screen for luciferase assay inhibitors: firefly luciferase inhibition. ATPLite firefly luciferase biochemical luminescence, 10 min. 1.5% of 200,000 active. AID 1006. P08659. inhibition, % at 10 µM;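 active = inhibition above about 50% when tested at 10 µM, limit read from the data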
# STAT1 blocker: reduces IFN-gamma driven STAT1 reporter signal. 0.35% of 200,000 active. inhibition, % at 5.5 µM. NIH 3T3 STAT1-luciferase reporter, luminescence;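 active = inhibition above a set limit, the mean inhibition across all tested compounds plus 3 SD, cut at about 34% in these data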;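 also: 0% = IFN-gamma with DMSO and 100% = IFN-gamma with 300 µM nifuroxazide; values of inactives mirror those of a sister screen read the other way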
# STAT3 activator: activators of IL-6 induced STAT3 signaling; U3A cells, IL-6 STAT3-luciferase reporter, luminescence; 100% = signal with IL-6 EC80 alone; 0.91% of 190,000 active; activation (% of control), % at 5.6 µM;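 active = activation above the screen-wide mean of compound activation plus 3 SD, cut at about 130% in these data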;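 also: 0% = background luminescence of wells with medium and substrate only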
#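 System – human U3A cells carrying STAT3-luciferase construct · Probe or stimulus – Interleukin-6, 33 ng/mL · Schedule – compound 1 h, then IL-6 6 h at 37 °C · Signal – luminescence from STAT3-driven luciferase reporter · Evaluation – percent of IL-6-only median luminescence · Benchmarks – IL-6-only high control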
# Numbers without * were called inactive; nt = not tested or not shown.
SMILES,STAT3 inh,ROMK primary,STAT1 act,APP 5'UTR act,NF-kB neuron act,APP 5UTR inh,FLuc act counter,FLuc inh counter,STAT1 blocker,STAT3 activator
Cc1cc(C)c(S(=O)(=O)O)c(C)n1,6,0.67,104,4,0.88,-4,1,0,-4,99
CC(C)c1csc(CN2CCN(Cc3ccc(F)c(F)c3)C(CCO)C2)n1 (stereo unspecified),7,-1.5,94,24,0.99,-24,1.1,-5,5,99
CC(NC(=O)c1ccco1)c1cccc2ccccc12 (stereo unspecified),2,-0.23,101,13,1.1,-13,1,-2,-1,102
CN(C)c1ccc(CNc2nc(-c3ccccc3)nn2S(C)(=O)=O)cc1,-3,-0.065,100,27,1.5,-26,1.1,-5,-3,108
N#C/C(=C\Nc1ccccc1SC(F)(F)F)c1nc(-c2ccccc2)cs1,2,nt,98,-4,1.4,4,1,-5,2,101
O=C(CSc1nnc(-c2cccnc2)n1CCc1ccccc1)NCc1ccccc1,1,0.11,99,-5,1.1,5,1.1,-5,0,101
Cc1nc2ccc(S(=O)(=O)NC(C(=O)N3CCC(C)CC3)C(C)C)cc2s1 (stereo unspecified),0,nt,106,7,1.1,-7,1.1,-11,-7,104
COc1ccc(OCc2n[nH]c(=S)n2N)cc1,-2,nt,99,0,1,0,1,0,0,103
O=C(NN=C1CCCC1)c1ccn[nH]1,-9,1.5,119,85,1.5,-85,1,0,-22,105
COc1ccccc1C(=O)C1CCCN(C(=O)c2ccccn2)C1 (stereo unspecified),5,0.96,102,15,0.97,-15,1,2,-4,101
COc1ccnc(Oc2ccc(F)cc2)c1C(=O)N/C=N/OCc1cccc(F)c1,3,-0.5,94,-19,1.1,19,1.1,-9,6,101
C=CCn1c2ccccc2c2nnc(SCC(=O)Nc3cc(C)on3)nc21,5,0.01,89,-17,1.2,17,1.1,-6,12,101
Cc1ccc(Cc2ccc(C(=O)NNC(N)=S)o2)cc1,7,0.22,98,20,1.3,-20,1,-4,1,97
O=C(Nc1ccc2ccccc2c1)c1cnccn1,40,0.074,112,157*,6.5*,-157,0.5,47,-13,70
CC1CC(C)(C)NC(=S)N1CCC(=O)N1c2ccccc2CC1C (stereo unspecified),6,-1.4,96,28,1.1,-28,1.1,-6,3,98
Cc1ccc(S(=O)(=O)/N=C(/Nc2ccc3[nH]c(=O)[nH]c3c2)c2ccc(F)cc2)cc1,5,0.02,101,-6,0.9,6,1.1,-6,-2,102
Cc1cc(C)nc(N2CCC(C(=O)Nc3ccc4c(c3)OCCO4)CC2)n1,13,-0.33,101,3,1.2,-3,1,-3,-3,95
O=C(NCCCn1ccnc1)c1ccc2c(c1)OCCO2,8,nt,95,17,1.1,-17,1.1,-6,5,97
O=C(CC1Sc2ccccc2NC1=O)OCC(=O)N1CCc2ccccc21 (stereo unspecified),-18,-0.4,114,-1,0.88,1,1.1,-9,-15,121
CC(/C=C1\SC(=S)N(NC(=O)c2cccc(O)c2)C1=O)=C\c1ccccc1,-6,-2.6,99,-7,1.1,7,1.1,-6,3,103
COc1ccc(S(=O)(=O)N2c3cc(C)ccc3OCC2C(C)(C)C)cc1 (stereo unspecified),-2,nt,95,11,1.2,-11,1,0,6,104
Fc1ccccc1Cn1cnc(NC(=S)NCCc2ccccc2)n1,6,0.72,96,18,1.1,-18,1,4,4,100
CN(C)CCCOC(=O)Cc1ccc(Cl)cc1,15,nt,93,6,1.5,-6,1,0,8,95
CC1(C)CC2CC(C)(CN2CC(=O)C(C#N)c2ccccc2)C1 (stereo unspecified),-6,nt,97,4,1.2,-4,1,-1,4,109
CSCCC(NC(=O)c1ccc(Cl)cc1)C(=O)OCC(=O)Nc1ccc(C#N)cc1 (stereo unspecified),-5,nt,99,8,0.99,-8,1,3,1,104
# Additional records:
SMILES,STAT3 inh,ROMK primary,STAT1 act,APP 5'UTR act,NF-kB neuron act,APP 5UTR inh,FLuc act counter,FLuc inh counter,STAT1 blocker,STAT3 activator
CCOC(=O)CN1c2ccccc2NC(=O)CC1C (stereo unspecified),6,nt,89,0,1.1,0,1.1,-8,13,103
COc1ccc(Br)cc1C(=O)Nc1ccc(O)cc1,22,0.031,99,10,2.2,-10,1,4,1,85
CCOc1ccc(C(=O)Nc2ccc(C(F)(F)F)n(C)c2=O)cc1,30,0.47,105,-12,1.2,12,1,-3,-5,77
Cc1nc(SCC(=O)Nc2ccc(N3CCOCC3)cc2)nc(C)c1C,9,nt,100,-19,0.98,19,1,-1,0,96
C=CCNc1nc(Nc2ccc([N+](=O)[O-])cc2)nc(OC)n1,18,0.97,110,-27,1.1,27,1.1,-7,-12,87
O=C(NC1CCCCC1)C(c1ccc(F)cc1)N(Cc1ccco1)C(=O)CN1C(=O)c2ccccc2S1(=O)=O (stereo unspecified),-8,nt,95,25,1.1,-25,1.1,-11,6,106
Cc1ncc(S(=O)(=O)c2ccccc2)c(-c2ccccc2)n1,1,-0.46,100,-20,1.2,20,1,-4,0,105
CCOc1ccc(S(=O)(=O)N2CCN(S(=O)(=O)c3ccc(OCC)cc3)C(C)C2)cc1 (stereo unspecified),2,0.8,95,-40,1.2,52*,1.1,-8,4,104
CN(C)C(=O)Cn1c(SCC(=O)NC2CCCCC2)nc2ccccc21,2,0.37,102,-6,1.1,6,1,0,-2,101
Cc1csc(Nc2ccccc2)[n+]1C,13,0.48,111,11,1.3,-11,1,-3,-12,93
CCn1cnc2cc(NCc3cccc(OC)c3O)ccc21,-20,nt,104,14,1.8,-14,0.9,12,-5,119
NCCn1c(-c2ccccc2)cc(C(=O)O)c1-c1ccccc1F,-2,0.9,103,0,0.98,0,1,-1,-3,100
CC(=O)NCCC1CCN(c2nc3nonc3nc2N(C)Cc2ccccc2)CC1,8,nt,99,-8,1.4,8,1.2,-16,0,97
CCn1c(SCC(=O)N2CCOCC2)nc2oc3c(Cl)cc(Cl)cc3c(=O)c2c1=O,1,nt,95,-6,2.9,6,1,-4,6,102
CC(=O)N/N=C/c1c(C)[nH]n(-c2ccccc2)c1=O,-2,nt,98,4,3.2,-4,1,4,1,103
COc1ccccc1NC(=O)CN1CCN(CC(=O)Nc2ccc3c(c2)OCCO3)CC1,4,nt,99,-16,0.82,16,1,-2,1,102
O=C(N[C@@H](Cc1ccccc1)C(=O)NC1CCCCC1)c1ccco1,-11,1.9*,100,-13,1,13,1,-3,0,106
COc1ccccc1N(CC(=O)NC1CCCC1)C(=O)c1csnn1,2,0.089,102,3,1,-3,1,-2,-2,100
c1ccc(-n2ncc3c(NCc4cccs4)ncnc32)cc1,13,nt,138*,95,2.2,-95,0.9,14,-39,94
C[C@H]1CC[C@@]2(O[C@@H](CCO)C[C@@H](O)[C@@H]2O)O1,nt,nt,95,20,1.1,-20,1.1,-8,7,nt
CCCCn1nnc(NC(=O)c2ccc(-c3cccc([N+](=O)[O-])c3)o2)n1,17,0.014,114,5,0.9,-5,1,2,-17,92
COC(=O)c1ccc(COc2cccc(OC)c2)o1,0,-0.17,108,7,1.6,-7,0.9,6,-10,103
Cn1c(Cc2ccccc2)nnc1SCC(=O)Nc1ccc2c(c1)OCO2,-4,nt,103,-1,1.1,1,1,-2,-4,103
COc1ccccc1C(=O)NC1CCCCCCC1,2,-1.3,110,11,1.6,-11,1,2,-17,101
CCOC(=O)c1c(OCCO)nn(-c2ccc(Cl)cc2)c1N,-7,-0.72,101,-10,0.88,10,1.1,-6,-4,106

# 3 structures from above, sorted by molecular weight, descending:
SMILES,STAT3 inh,ROMK primary,STAT1 act,APP 5'UTR act,NF-kB neuron act,APP 5UTR inh,FLuc act counter,FLuc inh counter,STAT1 blocker,STAT3 activator
CC(=O)NCCC1CCN(c2nc3nonc3nc2N(C)Cc2ccccc2)CC1,8,nt,99,-8,1.4,8,1.2,-16,0,97
CCOc1ccc(C(=O)Nc2ccc(C(F)(F)F)n(C)c2=O)cc1,30,0.47,105,-12,1.2,12,1,-3,-5,77
COc1ccc(OCc2n[nH]c(=S)n2N)cc1,-2,nt,99,0,1,0,1,0,0,103

# (more compounds)
SMILES,STAT3 inh,ROMK primary,STAT1 act,APP 5'UTR act,NF-kB neuron act,APP 5UTR inh,FLuc act counter,FLuc inh counter,STAT1 blocker,STAT3 activator
O=C1CCCc2ccccc2N1Cc1ccc(Cl)cc1,3,nt,101,12,1,-12,1.1,-6,-1,107
COc1cc(CN2CCNC(=O)C2CC(=O)N2CCc3ccccc3C2)cc(OC)c1 (stereo unspecified),7,-0.0025,98,6,1,-6,1,-2,2,99
CNC(=O)C1CC(=O)N(CCc2ccc(OC)c(OC)c2)C(=Nc2ccc(F)cc2)S1 (stereo unspecified),9,1,92,11,nt,-12,1.1,-6,9,97
CCOCCn1c(C(C)C)nc2ccccc21,-9,-0.41,105,-6,0.91,6,1,-4,-5,108
CCOC(=O)C(=CNc1ccc(NC2=NCC(C)S2)cc1)C(=O)OCC (stereo unspecified),15,-0.8,46,-33,0.9,33,1,-5,60*,90
O=C(Nc1ccccc1)Nc1ccc(Cl)c([N+](=O)[O-])c1,4,-1.2,100,-15,0.74,15,0.9,10,-1,97
C/C(=N\NC(=O)CSCc1ccc(Cl)cc1)c1ccc2c(c1)OCCO2,13,nt,87,14,0.91,-14,0.9,7,14,91
Cc1cccc(C(=O)NC2CC3CCCC(C2)N3S(=O)(=O)c2ccccc2)c1 (stereo unspecified),8,-2.7,91,16,0.82,-16,1,-1,10,94
CCN(CC)c1ccc(NC(=O)c2cc(OC)cc(OC)c2)c(C)c1,8,nt,108,-92,3.2,92*,1,-4,-9,95
COc1ccc(C2c3c(ncn(CCN4CCOCC4)c3=N)Oc3ccc4ccccc4c32)cc1 (stereo unspecified),-6,-1.5,94,-11,0.42,11,1.1,-7,6,105
CC(C)N(CCNCc1nnc(-c2ccccc2)o1)C(C)C,6,0.22,95,7,1.1,-8,1,-3,5,98
CCN1C(=O)C(CC(=O)NCCc2ccccc2)N(NC(=O)c2cccnc2)C1=S (stereo unspecified),10,nt,92,-4,1.2,4,1.1,-9,8,95
CN1CCC(OC(=O)COc2ccc(C(C)(C)C)cc2)CC1,-6,-1.1,109,-3,0.89,3,1,-3,-10,106
O=C(c1ccc2snnc2c1)N1CCN(c2ccccn2)CC1,3,nt,93,-14,1,14,1,-1,6,98
FC(F)(F)c1ccc2c(c1)nc1n2CCCC1,30,nt,105,-7,1.4,7,1,-1,-5,80
Cc1ccc(S(=O)(=O)N(C)C)cc1NC(=O)c1ccncc1,9,1.7,94,16,1.1,-16,1.1,-9,7,96
Cc1ccc(CC(=O)N2CC(C)OC(C)C2)cc1 (stereo unspecified),9,nt,90,-19,1.1,19,1,-1,11,95
Cc1ccc(OCc2nnc(SCC(=O)c3cccs3)n2-c2ccccc2)cc1C,0,nt,104,4,0.99,-4,1,-2,-4,103
O=[N+]([O-])c1c(NCCO)cc(N2CCN(Cc3ccc4c(c3)OCO4)CC2)c2nonc12,2,nt,100,-15,0.64,15,1.1,-6,0,101
OCCCn1c(-c2ccccc2)n[nH]c1=S,4,nt,112,19,1.4,-19,1,-3,-13,100
O=C(Nc1ccc(CN2CCCCC2)cc1)c1cc(Br)ccc1Cl,-1,-0.66,103,8,1.2,-8,1,-3,-4,105

# Compound activity (PubChem BioAssay)
